Source: PubChem BioAssay (National Center for Advancing Translational Sciences (NCATS))
JMJD2A Tudor – JMJD2A Tudor domain (human) inhibition; AlphaScreen JMJD2A-Tudor / H3K4me3 peptide binding; 390,000 tested, 4.4% active; Potency, µM (doses to about 114 µM), for inactives: at the highest dose activity change, negative = inhibition, actives largely listed as inhibitors; also: % is scaled to controls: 0 for no effect and ±100 for the full control effect; nearly all actives have a fitted effect of over 50% in size
Target sequence (O75164 whole entry, looked up, the tested form may be a part): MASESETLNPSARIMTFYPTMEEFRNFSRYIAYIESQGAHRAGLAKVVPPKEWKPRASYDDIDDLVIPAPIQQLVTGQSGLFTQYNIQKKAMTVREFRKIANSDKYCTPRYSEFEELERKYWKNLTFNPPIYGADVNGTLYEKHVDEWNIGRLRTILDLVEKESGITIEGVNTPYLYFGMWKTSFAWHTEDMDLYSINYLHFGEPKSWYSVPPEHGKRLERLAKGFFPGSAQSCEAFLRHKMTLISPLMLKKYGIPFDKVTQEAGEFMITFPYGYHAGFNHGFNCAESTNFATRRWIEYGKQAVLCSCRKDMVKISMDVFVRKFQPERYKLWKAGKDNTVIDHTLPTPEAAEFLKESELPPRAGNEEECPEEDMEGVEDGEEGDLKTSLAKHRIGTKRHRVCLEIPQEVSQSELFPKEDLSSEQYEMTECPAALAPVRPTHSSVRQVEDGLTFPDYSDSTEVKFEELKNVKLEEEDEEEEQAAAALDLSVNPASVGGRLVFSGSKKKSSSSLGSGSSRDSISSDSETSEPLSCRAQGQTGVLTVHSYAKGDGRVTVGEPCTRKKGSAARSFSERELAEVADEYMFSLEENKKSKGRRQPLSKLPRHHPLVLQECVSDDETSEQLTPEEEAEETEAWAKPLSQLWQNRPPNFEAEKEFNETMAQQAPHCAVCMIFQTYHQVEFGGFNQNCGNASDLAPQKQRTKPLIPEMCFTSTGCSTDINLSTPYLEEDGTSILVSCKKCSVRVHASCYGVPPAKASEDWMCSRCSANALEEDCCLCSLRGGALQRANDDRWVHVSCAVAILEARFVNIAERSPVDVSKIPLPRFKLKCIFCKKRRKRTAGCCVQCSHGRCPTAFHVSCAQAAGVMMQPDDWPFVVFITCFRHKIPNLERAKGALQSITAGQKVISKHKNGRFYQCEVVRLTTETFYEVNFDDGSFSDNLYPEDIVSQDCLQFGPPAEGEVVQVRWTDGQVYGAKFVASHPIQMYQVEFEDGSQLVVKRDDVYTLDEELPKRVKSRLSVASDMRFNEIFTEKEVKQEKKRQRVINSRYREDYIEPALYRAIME
Pol iota inh – DNA polymerase iota (human) inhibition | Q9UNA4 | AID 588590 | Pol iota fluorescent replication assay, 10 min | Potency, µM (highest dose often 115 µM), inactives show at the highest dose activity, negative = inhibition, usual class: inhibitors | 390,000 tested, 1% active
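Pol iota at 10 nM preincubated 15 min with compounds at room temperature; reaction started with fluorescent substrate, 50 nM final. Fluorescence read kinetically at 0 and 10 min; buffer-only wells as negative control.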
POLK inh – blocks human DNA polymerase kappa activity; Q9UBT6; purified Pol kappa, fluorescent DNA synthesis assay, 10 min; Potency, µM (series often up to 107 µM), inactives show top-dose activity, negative = inhibition, usual class: inhibitors; 400,000 tested, 0.53% active; also: % is scaled to controls: 0 for no effect and ±100 for the full control effect
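Enzyme at 10 nM met test compounds for 15 min at room temperature. Substrate addition (50 nM final) began the reaction, which was monitored by fluorescence at 0 and 10 min.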
Active calls of the source: *; ? = inconclusive; & = joins results of further samples; [ ] = remark or other dose. Calls follow the shape of the dose curve; as a rule, active = well fitted curve in the direction sought with a large enough effect; inconclusive = small, poorly fitted or top-dose-only effect, or another doubt; inactive = no such curve, though single readings can be large; an effect the other way counts as inactive or inconclusive. Potency is read from the fitted curve at half-maximal effect. Not all compounds are listed; rates above refer to the full screens.

SMILES | JMJD2A Tudor | Pol iota inh | POLK inh
Oc1ccccc1C1C=C(c2ccc3c(c2)OCO3)NC(c2cccc(F)c2)N1 (stereo not drawn) | ? | ? | 10.7%
CCSc1ncnc2nc[nH]c12 | -4.6%[57.1 µM] | 27.2% | 4.8%
CCOc1c2c(c(-c3ccc4c(c3)OCO4)c3cc(OC)c(OC)cc13)C(=O)OC2 | -14.9% | -17.0% | 10.8%
COc1cccc2cc(-c3nc(-c4ccccc4)c(C)s3)c(=O)oc12 | 2.3%[57.1 µM] | 24.2% | 4.1%
O=C(Cc1ccccc1)NCC(=O)OCC(=O)c1ccc2ccccc2c1 | -3.1%[57.1 µM] | 8.3% | 3.2%
O=C(c1cccc(Cl)c1Cl)N(Cc1ccco1)Cc1cccs1 | -13.8%[57.1 µM] | -2.0% | -1.8%
CCCN(CCC)c1nc(N)nc(C#N)n1 | 3.8%[57.1 µM] | 16.8% | -5.5%
O=c1c2c(-c3ccccc3)csc2ncn1/N=C/c1cn(-c2ccccc2)nc1-c1cccs1 | ? | -18.5% | -7.4%
O=C(CNC(=O)C(c1ccccc1)c1ccccc1)OCC(=O)c1ccc2ccccc2c1 | -9.2%[57.1 µM] | 9.9% | -8.6%
O=S(=O)(Nc1cccc2cccnc12)C1CC1 | 50.1µM* | 44.2%[activator] | -17.8%
O=S(=O)(c1ccc(C(F)(F)F)cc1)N1CCN(c2nc(-c3ccccc3)nc3ccccc23)CC1 | -9.2% | 23.9% | 9.6%
Cc1ccc(CNc2ncnc3[nH]ncc23)o1 | -9.2% | 2.8% | -12.4%
Cc1ccc(OCCCCn2c(CCNC(=O)C3CCCCC3)nc3ccccc32)cc1 | 0.8%[57.1 µM] | 12.6% | -18.4%
COc1ccc(N2C(=O)c3ccccc3NC2c2ccc(OC)c(COc3ccccc3F)c2)cc1 (stereo not drawn) | -9.2%[57.1 µM] | -7.3% | 6.8%
COc1ccc(CN(Cc2ccccc2)C(=O)c2ccno2)cc1COc1ccc(NC(C)=O)cc1 | ? | 39.8µM* | 79.4µM*
O=C(Nc1ccccc1)c1ccc(-n2nncc2-c2ccccc2)cc1 | 6.9%[57.1 µM] | -25.3% | -7.9%
CCCN1CNc2c(c(=O)[nH]c(=S)n2CCC)C1 | -24.5% | -10.2% | -15.8%
CCOc1nc(C#N)nc(N(c2ccccc2)c2ccccc2)n1 | -23.8%[57.1 µM] | -6.4% | -12.7%
CN(CCCc1cnc[nH]1)C(=S)NCCCN(Cc1ccc(Cl)cc1)c1ccc(Br)cn1 | 31.6µM* | ? | -16.2%
O=S(=O)(N1CCN(c2nc(-c3cccs3)nc3ccccc23)CC1)C(F)(F)F | 10.6% | -8.5% | -5.5%
COc1cc(NC(=O)CSc2nnc3c(n2)[nH]c2ccc(OC)cc23)cc(OC)c1 | -8.8% | 8.3% | -2.9%
CCCCN(Cc1ccc(Cl)c(Cl)c1)c1ccc(Br)cn1 | 106.1%[activator] | -3.3% | -22.8%
COc1ccc(-c2nnc3ccc(SC(C)C)nn23)cc1OC | 4.6%[57.1 µM] | 27.4% | -12.9%
Cc1ccc(Nc2c(-c3ccc(C)s3)nc3cccc(C)n23)cc1 | ? | 44.5%[activator] | -4.2%
c1nc(NCc2ccc3c(c2)OCO3)c2[nH]cnc2n1 | -12.1%&-15.6% | 14.1%&11.9% | 2.4%&17.6%

Shown as labelled records: part of the list above
SMILES: CCCN(CCC)c1nc(N)nc(C#N)n1
  JMJD2A Tudor = 3.8%[57.1 µM]; Pol iota inh = 16.8%; POLK inh = -5.5%

SMILES: O=c1c2c(-c3ccccc3)csc2ncn1/N=C/c1cn(-c2ccccc2)nc1-c1cccs1
  JMJD2A Tudor = ?; Pol iota inh = -18.5%; POLK inh = -7.4%

SMILES: O=C(CNC(=O)C(c1ccccc1)c1ccccc1)OCC(=O)c1ccc2ccccc2c1
  JMJD2A Tudor = -9.2%[57.1 µM]; Pol iota inh = 9.9%; POLK inh = -8.6%

Part of the list above, with tabs:
structure	JMJD2A Tudor	Pol iota inh	POLK inh
O=c1c2c(-c3ccccc3)csc2ncn1/N=C/c1cn(-c2ccccc2)nc1-c1cccs1	?	-18.5%	-7.4%
O=C(CNC(=O)C(c1ccccc1)c1ccccc1)OCC(=O)c1ccc2ccccc2c1	-9.2%[57.1 µM]	9.9%	-8.6%

Carrying on.
SMILES | JMJD2A Tudor | Pol iota inh | POLK inh
O=C(Nc1nnc(Cc2ccccc2)s1)C1CCN(C(=O)c2cccs2)CC1 | -17.0% | 26.0% | -16.3%
Fc1ccccc1-c1ccc(-c2nc3ccc(Cl)cn3c2Nc2ccc(Cl)cc2)o1 | 44.7µM* | 28.6% | ?
CC(=O)c1ccc(S(=O)(=O)N2CCN(c3nc(-c4ccccc4)nc4ccccc34)CC2)cc1 | -14.9% | -1.1% | -18.4%
COC(=O)c1ccc(C2NC(c3ccc4c(c3)OCO4)=CC(c3ccccc3O)N2)cc1 (stereo not drawn) | -29.8% | ? | -3.4%
CCc1sc(-c2cc3cccc(OC)c3oc2=O)nc1-c1ccccc1 | 3.8%[57.1 µM] | 26.0% | -1.2%
O=C1CC(c2ccco2)CC2=C1C(c1cccnc1)n1nc(C(F)(F)F)nc1N2 (stereo not drawn) | ? | ? | -31.5%
COc1ccc(C2Nc3ccc(NC(C)=O)cc3C(=O)N2Cc2cccc(Cl)c2)cc1COc1ccc(NC(C)=O)cc1 (stereo not drawn) | ? | 25.9% | -6.0%
Nc1cccc(S(=O)(=O)N2CCOCC2)c1 | -14.9% | 48.6%[activator] | 4.4%
O=S(=O)(c1ccc(OC(F)(F)F)cc1)N1CCN(c2nc(-c3cccs3)nc3ccccc23)CC1 | 0.0% | 15.2% | -1.9%
O=C(NCCc1nc2ccccc2n1CCOc1ccc2ccccc2c1)C1CCCCC1 | -29.2%[57.1 µM] | -16.2% | -9.3%
Cc1ccc(S(=O)(=O)N2CCN(c3nc(-c4cccs4)nc4nc[nH]c34)CC2)cc1 | -18.4% | -4.4% | 11.0%
O=S(=O)(c1ccc(Cl)cc1)N1CCN(c2nc(-c3ccccc3)nc3ccccc23)CC1 | -14.2% | -0.7% | 5.6%
O=C(Nc1cccc2cccnc12)OC(Cl)(Cl)Cl | -24.0% | 32.1% | 1.8%
Cc1ccc(S(=O)(=O)N(C)CCN(C)c2nc(-c3cccs3)nc3ccccc23)cc1 | -6.8% | -13.5% | -9.0%
CC(SC1=NS(=O)(=O)c2ccccc21)C(=O)O (stereo not drawn) | 28.2µM* | 5.3% | -1.1%
c1ccc(Nc2nc(NCc3ccco3)nc3nccnc23)cc1 | -18.4% | -14.2% | 7.5%
N#CN=c1snc(-c2ccccc2)n1-c1ccc(Br)cc1 | -20.0%[57.1 µM] | 4.6% | -11.1%
O=S(=O)(Cc1ccccc1)N1CCN(c2nc(-c3cccs3)nc3ccccc23)CC1 | -14.3% | 9.4% | -7.1%
O=C(COC(=O)c1ccc(C(F)(F)F)cc1)NC(=O)C1CCCCC1 | -12.8% | -13.4% | -10.9%
O=S(=O)(c1ccc2c(c1)CCC2)N1CCN(c2nc(-c3ccccc3)nc3ccccc23)CC1 | -19.9% | -7.9% | 3.0%
CCCCNC(=O)Cn1c(SCc2ccccc2C)nc2ccncc21 | -6.2%[57.1 µM] | 16.5% | 6.0%
OCCNc1ncnc2oc(-c3ccco3)c(-c3ccco3)c12 | ? | 12.6µM* | 11.2µM*
O=C(O)CSC1=NS(=O)(=O)c2ccccc21 | 17.8µM* | 89.1µM* | ?
CC1(C)CCc2cc(S(=O)(=O)N3CCN(c4nc(-c5cccs5)nc5ccccc45)CC3)ccc2O1 | -16.3% | 24.7% | -15.0%
COc1ccc(CNc2ncnc3nc[nH]c23)cc1OC | -12.8%&0.0% | 4.4%&11.7% | 16.4%&11.6%

Retrieved by compound from above (three):
SMILES | JMJD2A Tudor | Pol iota inh | POLK inh
O=C(Nc1nnc(Cc2ccccc2)s1)C1CCN(C(=O)c2cccs2)CC1 | -17.0% | 26.0% | -16.3%
O=C(O)CSC1=NS(=O)(=O)c2ccccc21 | 17.8µM* | 89.1µM* | ?
Fc1ccccc1-c1ccc(-c2nc3ccc(Cl)cn3c2Nc2ccc(Cl)cc2)o1 | 44.7µM* | 28.6% | ?

Next structures follow:
SMILES | JMJD2A Tudor | Pol iota inh | POLK inh
Cc1ccc(NC(=O)c2ccc(-n3nncc3-c3ccccc3)cc2)cc1 | -15.4%[57.1 µM] | 9.1% | -21.3%
Cc1cnc2c3c(cc(Cl)c2c1)-c1ccccc1S(=O)(=O)N3 | 20µM* | 28.2µM* | 79.4µM*
CC(C)C(=O)Nc1nc2c(ncn2[C@H]2CC(O)[C@@H](CO)O2)c(=O)[nH]1 (stereo partly drawn) | 8.5%[57.1 µM] | 17.1% | -6.1%
COc1ccc(S(=O)(=O)Nc2cccc3cccnc23)c([N+](=O)[O-])c1 | ? | 68.9%[activator] | 0.0%
O=C(Nc1cccc2cccnc12)C(F)(F)F | -4.8% | 101.5%[activator] | 4.0%
CC(=O)Oc1ccc2nonc2c1OC(C)=O | ? | 3.55µM* | 3.16µM*
O=C1CC(c2ccco2)CC2=C1C(c1ccncc1)n1nc(C(F)(F)F)nc1N2 (stereo not drawn) | -13.7% | 3.9% | 9.1%
Cc1ccccc1-c1nc2c(=O)n(C)c(=O)nc-2n(C)n1 | -17.7%[57.1 µM] | -88.4% | -21.7%
CS(=O)(=O)c1ccc(C(=O)OCC(=O)N2CCCC2)cc1[N+](=O)[O-] | -19.1% | ? | 5.1%
O=C(Nc1ccc2nc(-c3ccccn3)c(-c3ccccn3)nc2c1)N1CCCC1 | 20.6% | 59.3%[activator] | -3.1%
COc1ccc(CCn2c3c(c(=O)[nH]c2=S)CN(C(C)C)CN3)cc1OC | -21.8% | 32.6%[activator] | -16.5%
COc1ccc(-c2nc(N3CCN(S(=O)(=O)c4ccc(C)cc4)CC3)c3ccccc3n2)cc1 | -27.4% | ? | -22.0%
O=C(NNc1cc(Cl)cc(Cl)c1)c1sccc1Cl | -26.5% | 15.5% | -0.6%
O=C(CNC(=O)C1CCCCC1)OCC(=O)c1ccc(C2CCCCC2)cc1 | 13.1%[57.1 µM] | -4.2% | -3.9%
S=c1[nH]c(=S)c2[nH]cnc2[nH]1 | -28.5%[57.1 µM] | 79.4µM* | -10.7%
O=S(=O)(Nc1cc(Br)cc2cccnc12)c1cccc2ccccc12 | -21.2% | 23.1% | 0.0%
CC(=O)Nc1ccc(Nc2nc(Nc3ccc(Cl)cc3)nc(N3CCOCC3)n2)cc1 | -13.8%[57.1 µM] | ? | -14.5%
O=C(CNC(=O)c1ccccc1)OCC(=O)c1cccc2ccccc12 | -27.7%[57.1 µM] | ? | -12.0%
CCOc1cc(-c2ccc3c(c2)OCO3)cc(=[O+]CC)c2c(C)oc(C)c12 | 56.2µM* | 50.1µM* | 50.1µM*
COc1ccc(S(=O)(=O)N2CCN(c3nc(-c4cccs4)nc4ccccc34)CC2)cc1 | -20.4%&-9.9% | ? | -11.7%&-7.1%
Cc1ccccc1OCC(=O)NCC(=O)OCC(=O)c1ccc2c(c1)CCCC2 | -13.1%[57.1 µM] | 13.6% | -14.4%
O=C(Nc1ccc([N+](=O)[O-])cc1Cl)c1cc(Cl)cc(Cl)c1O | 44.7µM* | ? | 7.8%
CC/C=C1/N=C2C(=O)N(C)C(=O)N=C2N(C)N1 | -26.9%[57.1 µM] | -19.4% | -9.4%
O=C1CC(c2ccco2)CC2=C1C(c1ccc(O)cc1)n1nc(C(F)(F)F)nc1N2 (stereo not drawn) | 56.2µM* | 0.4% | 6.6%
COc1ccc(C2Nc3ccccc3C(=O)N2Cc2ccccc2)cc1COc1ccc([N+](=O)[O-])c(C)c1 (stereo not drawn) | -10.8%[57.1 µM] | 4.5% | 2.2%

Following part
SMILES | JMJD2A Tudor | Pol iota inh | POLK inh
O=S(=O)(c1ccccc1Cl)N1CCN(c2nc(-c3cccs3)nc3ccccc23)CC1 | -2.0%&-14.3% | 4.9%&26.1% | 6.4%&-8.5%
COc1cc(OC)c(C(=O)N(Cc2ccco2)Cc2cccs2)cc1OC | -22.6% | 10.8% | 6.7%
O=S1(=O)Nc2c(cc(Cl)c3ccc(Cl)nc23)-c2ccccc21 | 39.8µM* | ? | 79.4µM*
O=C(NCCc1nc2ccccc2n1CCOc1ccccc1)C1CCCCC1 | -11.5%[57.1 µM] | -4.0% | -15.6%
CCc1ccc(OCCCCn2c(CCNC(=O)C3CCCCC3)nc3ccccc32)cc1 | -9.2%[57.1 µM] | 14.7% | -5.6%
N=c1nc(-c2ccccc2)n(-c2ccccc2)s1 | 5.62µM* | -4.7% | -6.5%
CC(=O)Nc1nc(-c2ccccc2)c(-c2ccccc2)s1 | -21.8% | 12.6% | -15.8%
Oc1ccc(Cl)cc1C1C=C(c2ccc3c(c2)OCO3)NC(c2cc(Br)ccc2F)N1 (stereo not drawn) | ? | ? | -100.1%
CC(=O)N(c1ccc(Cl)cc1)C1SC(=O)N(c2ccccc2)C1=O (stereo not drawn) | -12.9% | ? | 0.3%
CC(=O)NCCCc1ccc(C(=O)COC(=O)CNC(=O)c2ccc3ccccc3c2)cc1 | 3.1%[57.1 µM] | 18.6% | -16.0%
